Tb PFK block – blocks T. brucei phosphofructokinase. Potency, µM (doses to about 57.5 µM), for the others: at the top dose activity, negative = inhibition, usual class: inhibitors. O15648. 0.17% of 330,000 active. AID 485367. T. brucei PFK, ADP-Glo luminescence;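 also: potency is read from the fitted curve at half-maximal effect; 0% = uninhibited 1x PFK enzyme wells and -100% = no-enzyme wells; nearly all actives have a fitted effect of over 60% in size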
Target sequence (O15648 whole entry, looked up): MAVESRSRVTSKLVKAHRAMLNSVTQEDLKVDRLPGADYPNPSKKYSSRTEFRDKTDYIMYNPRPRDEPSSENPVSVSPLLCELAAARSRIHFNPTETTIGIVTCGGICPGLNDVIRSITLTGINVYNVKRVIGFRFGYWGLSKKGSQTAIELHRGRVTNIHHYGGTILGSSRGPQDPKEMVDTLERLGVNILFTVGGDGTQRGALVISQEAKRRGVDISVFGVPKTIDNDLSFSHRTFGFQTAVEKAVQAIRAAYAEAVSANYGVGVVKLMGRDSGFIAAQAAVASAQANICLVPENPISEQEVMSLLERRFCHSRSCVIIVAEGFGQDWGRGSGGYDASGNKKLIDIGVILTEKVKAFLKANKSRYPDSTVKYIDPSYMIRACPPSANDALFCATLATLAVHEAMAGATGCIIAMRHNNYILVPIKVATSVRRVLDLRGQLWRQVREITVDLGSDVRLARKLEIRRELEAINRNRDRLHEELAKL
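ADP-Glo luminescence quantified ADP after 45 min at room temperature, with 1.25 nM T. brucei PFK, 0.1 mM ATP and 0.5 mM fructose-6-phosphate in pH 8.0 TEA buffer. qHTS titrations up to 57 µM; curves classified by quality.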
Mito fusion yeast – blocks mitochondrial division or promotes mitochondrial fusion. 0.23% of 320,000 active. S. cerevisiae fusion-defective mutant growth rescue, CellTiterGlo 48 h. Potency, µM (doses to about 46.1 µM), without a hit: at the highest dose growth rescue (activation), usual class: activators;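 also: potency is read from the fitted curve at half-maximal effect; % of control where 0% means no effect; nearly all actives have a fitted effect of over 45% in size; temperature-sensitive fusion mutants such as fzo1-1 at 37 °C on non-fermentable ethanol glycerol medium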
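Temperature-sensitive fusion-defective S. cerevisiae (e.g. fzo1-1, mgm1-5) were grown with compound in YPEG medium (3% ethanol, 3% glycerol) for 48 hours at 37C. Growth rescue was measured as viability by CellTiterGlo luminescence after 10 minutes at ambient.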
ASM inhibitor – blocks human secretory acid sphingomyelinase | P17405 | placental ASM, HMU-PC fluorogenic substrate, 60 min | Potency, µM (top dose mostly 57.5 µM), for inactives: at the top dose activity change, negative = inhibition, most hits filed as inhibitors | 0.006% of 340,000 active; also: potency is read from the fitted curve at half-maximal effect
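Human placenta-derived ASM preincubated with compound 10 min at room temperature, then reacted with 9 uM (final) fluorogenic HMU-PC substrate for 60 min at 37 C. Stop solution raises pH to 10; fluorescence read at Ex 386/Em 447 nm.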
A-T KAP1 phos – potential ataxia-telangiectasia treatments restoring KAP-1 phosphorylation. […] A-T fibroblasts, KAP-1 phosphorylation AlphaLISA; neocarzinostatin DNA damage 30 min before lysis. Potency, µM (highest dose often 57.5 µM), without a hit: top-dose activation, actives largely listed as activators. 0.19% of 320,000 active. AID 485349; also: potency is read from the fitted curve at half-maximal effect; % of control where 0% means no effect; nearly all actives have a fitted effect of over 45% in size
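ATM-like activity read as KAP-1 phosphorylation via AlphaLISA donor/acceptor antibody pairs after lysis and 6 hr at 25C. Cells were ATM-null patient fibroblasts ([…], hTERT), dosed 60 min, then exposed to the DSB inducer NCS for 30 min.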
Integrin act MD – activates integrin-mediated alleviation for muscular dystrophy | 0.064% of 350,000 active | AID 624291 | Potency, µM (highest dose often 38.3 µM), for the others: at the highest dose activation, most hits filed as activators | alpha7betagal myoblasts, beta-gal FDG fluorescence, 48 h;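 also: potency is read from the fitted curve at half-maximal effect; 100% = response of the positive control SU9516; nearly all actives have a fitted effect of over 60% in size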
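alpha7betagal+/- myoblasts (passage 13, 250/well) treated 48 h at 37C with compounds at 1:260 dilution of DMSO stock. Lysed, then beta-galactosidase activity read as FDG fluorescence (ex 480/em 540) after 30 min, with pre-read for autofluorescence.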
TSG101-PTAP inh – blocks PTAP/TSG101 interaction to inhibit HIV-1 budding; Fluorescence polarization, FITC-PTAP peptide / Tsg101 binding; Potency, µM (doses to about 115 µM), inactives show at the top dose activity change, negative = inhibition, most hits filed as inhibitors; 340,000 tested, under 10 active; active = well fitted inhibition curve with a large enough effect in the main read-out, with a control signal flat, not every such curve was filed as active; inconclusive = small, poorly fitted or top-dose-only effect, or effect the other way, or a change in a side signal; inactive = no such curve, though single readings can be large or run the other way; also: potency is read from the fitted curve at half-maximal effect; % of control where 0% means no effect
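Fluorescence polarization binding of Tsg101 binding domain (10 uM final) to FITC-labeled PTAP peptide (50 nM final) in HEPES pH 7.5 buffer with NaCl, Tween 20, EDTA, TCEP. Compounds added before peptide; binding 20 min at RT.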
TSHR antagonist – antagonists of human thyroid stimulating hormone receptor | TSHR-expressing cells, TSH-stimulated cAMP HTRF, 2 h; hits give low values | activity change, negative = inhibition, % at 11.5 µM | 0.2% of 330,000 active;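 active = activity change below a set negative limit, meaning inhibition stronger than a set level, cut at about -70% in these data; inconclusive = activity change between two set negative limits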; also: % is scaled to controls: 0 for no effect and ±100 for the full control effect
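Freshly harvested TSHR cells receive pin-tooled compound, then EC80 TSH at 4nM final. After 2 hours at 37 deg C, antibody in lysis buffer and cAMP-d2 are added; 30 minutes at ambient temperature precede the HTRF read.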
ELG1 repair inh – blocks ELG1-dependent DNA repair in HEK293T cells | HEK293T ELG1-luciferase reporter, luminescence, 16 h; DNA damage induced by 5-fluorouridine | Potency, µM (highest dose often 46.1 µM), without a hit: at the highest dose activity change, negative = inhibition, most hits filed as inhibitors | 2.3% of 330,000 active | AID 504467; also: potency is read from the fitted curve at half-maximal effect; % is scaled to controls: 0 for no effect and ±100 for the full control effect; nearly all actives have a fitted effect of over 55% in size
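Step one: seed 2,000 cells per well. Step two: pin-transfer compound or DMSO alongside 5-fluorouridine. Step three: incubate 16 hr, 37 °C, 5% CO2. Step four: add ONE-Glo, wait 30 min, read luminescence.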
Eya2 phos inh – blocks the phosphatase activity of human Eya2; O00167; Potency, µM (doses to about 76.9 µM), inactives show at the highest dose activity, negative = inhibition, most hits filed as inhibitors; 0.006% of 330,000 active; recombinant Eya2, OMFP fluorescence dephosphorylation (OMFP is methylfluorescein phosphate); also: potency is read from the fitted curve at half-maximal effect; % is scaled to controls: 0 for no effect and ±100 for the full control effect
Target sequence (O00167 whole entry, looked up): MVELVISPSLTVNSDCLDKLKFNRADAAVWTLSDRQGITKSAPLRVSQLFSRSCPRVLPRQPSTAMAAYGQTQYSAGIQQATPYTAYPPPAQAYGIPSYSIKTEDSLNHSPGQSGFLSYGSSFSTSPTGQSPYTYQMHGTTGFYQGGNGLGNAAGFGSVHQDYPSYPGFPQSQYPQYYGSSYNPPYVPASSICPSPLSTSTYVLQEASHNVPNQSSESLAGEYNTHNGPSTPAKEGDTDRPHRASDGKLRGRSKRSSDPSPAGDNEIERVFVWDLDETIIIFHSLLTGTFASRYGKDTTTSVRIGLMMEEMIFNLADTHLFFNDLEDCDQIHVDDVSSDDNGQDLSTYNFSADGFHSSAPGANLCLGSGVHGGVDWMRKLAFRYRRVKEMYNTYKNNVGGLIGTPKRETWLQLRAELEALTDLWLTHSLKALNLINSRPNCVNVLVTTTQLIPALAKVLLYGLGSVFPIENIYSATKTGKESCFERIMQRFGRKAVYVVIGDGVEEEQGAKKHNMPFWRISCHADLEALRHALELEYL
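Eya2 (0.2 uM) preincubated 10 min at ambient with compound, then OMFP substrate added at 50 uM; 10 min reaction in 50 mM HEPES pH 7.5, 50 mM NaCl, 5 uM MgCl2, 0.05% BSA, 1 mM DTT. Fluorescence read at Ex 485/Em 525 nm.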
TCR act – activators of T cell receptors | primary human leukocytes, anti-CD3, IL-2 HTRF, 48 h | Potency, µM (doses to about 9.22 µM), without a hit: at the highest dose activation of IL-2 secretion, usual class: activators | 330,000 tested, under 10 active | AID 504894; also: % of control where 0% means no effect
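Readout: HTRF IL-2, Eu-cryptate/d2 antibody pair, 320nm excitation, 665nm emission. Stimulus: a-CD3 beads, no co-stimulation. Cells: primary human leukocytes. Exposure: 48 hr with compound.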
Chronic BCR inh – blocks chronic active B-cell receptor signaling | ABC-DLBCL IkBa-CBG/CBR reporter, luminescence ratio, 4 h | Potency, µM (doses to about 46.1 µM), for inactives: at the top dose ratio change, negative = lower green/red ratio, usual class: inhibitors | 0.05% of 340,000 active; active = well fitted inhibition curve with a large enough effect in the signal ratio, with a control signal flat, not every such curve was filed as active; inconclusive = small, poorly fitted or top-dose-only effect, or effect the other way, or a change in a side signal; the % refers to the signal ratio;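 also: potency is read from the fitted curve at half-maximal effect; plate controls were basal doxycycline-induced cells for no effect and cells given 10 µM MG132 for full effect; MG132 reads +100%, hits lower the ratio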
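Concentration-response series (up to 46 uM) were applied to TMD8 dual-reporter cells for 4 h at 37C with doxycycline. Green/red ratio, after filter-overlap correction, defined %Activity; red signal alone was normalised to basal cells and zero luminescence.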
* hit, by the source's call; ? = inconclusive; . = not tested or not shown; & = joins results of further samples; [ ] = remark or other dose. Unless noted, calls follow the shape of the dose curve; as a rule, active = well fitted curve in the direction sought with a large enough effect; inconclusive = small, poorly fitted or top-dose-only effect, or another doubt; inactive = no such curve, though single readings can be large; an effect the other way counts as inactive or inconclusive.

SMILES | Tb PFK block | Mito fusion yeast | ASM inhibitor | A-T KAP1 phos | Integrin act MD | TSG101-PTAP inh | TSHR antagonist | ELG1 repair inh | Eya2 phos inh | TCR act | Chronic BCR inh
Cc1ccc(C(NC(N)=O)c2ccccc2C)cc1 (stereo not drawn) | -4.1% | -0.8% | 0.4% | -2.4% | 19.9% | -6.3% | 29.6 | -0.5% | -10.7% | -6.3% | 4.2%
CCN(CC(=O)Nc1ccccc1C(F)(F)F)C(=O)c1ccc(N2CCCC2=O)cc1 | 2.8% | 3.1% | 4.6% | -5.0% | 23.5% | -3.3% | 3.6 | -24.7% | -4.0% | 7.1% | -8.1%
NS(=O)(=O)c1cccc(NS(=O)(=O)c2ccc3ccccc3c2)c1 | 0.0% | -0.1% | -1.3% | 2.6% | -14.1% | -7.3% | -0.9 | 9.3% | 6.1% | -2.3% | -16.3%
CC(/C=C1\SC(=S)N(C(C(=O)O)C(C)C)C1=O)=C\c1ccccc1 (stereo not drawn) | -2.5% | 4.6% | -2.0% | -2.2% | -13.9% | -4.8% | 6.4 | 19.3% | -1.3% | 6.1% | 0.5%
COc1ccc(CN2CN(S(=O)(=O)c3cccs3)c3nc4ccccc4nc32)cc1 | 1.5% | -2.0% | 14.7% | -4.2% | -21.7% | -7.4% | -12.6 | ? | 6.6% | 7.6% | 21.2%
CCS(=O)(=O)Nc1cccc(C2=NN(S(=O)(=O)c3ccccc3)C(c3cccs3)C2)c1 (stereo not drawn) | -4.0% | -2.5% | -7.2% | 1.6% | -5.9% | 14.6% | 25.9 | -28.9% | 2.5% | 2.6% | 8.8%
Cc1ccc(C)c(N2C(=O)CC(N3CCN(Cc4ccc5c(c4)OCO5)CC3)C2=O)c1 (stereo not drawn) | 3.1% | -4.0% | -1.2% | -5.7% | -15.9% | -4.7% | 9.9 | 0.0% | 16.3% | 2.2% | ?
CCCCN(C(=O)CSc1nnc(-c2ccccc2)o1)c1c(N)n(CCC)c(=O)[nH]c1=O | -5.2% | 3.1% | 0.8% | -2.7% | -36.9% | -2.0% | 1.8 | 6.8% | -9.2% | 2.1% | ?
CCOC(=O)c1cc(NC(=O)C2CCCO2)cc(C(=O)OCC)c1 (stereo not drawn) | 2.7% | 0.0% | -2.0% | 18.0% | 15.2% | . | -3.4 | 7.2% | 8.7% | . | 0.8%
CCOC(=O)c1sc(NC(=O)CSc2nc(C)cc(C)c2C#N)c(C#N)c1C | -7.4% | -3.6% | 6.3% | -3.8% | 4.6% | -2.5% | -18.3 | -1.8% | 5.4% | -0.5% | -12.6%
CC1CCCCC12NC(=O)N(CC(=O)NC1CCCc3ccccc31)C2=O (stereo not drawn) | -4.8% | -8.5% | 5.7% | -1.2% | ? | -1.5% | 17.3 | 12.1% | -8.6% | -4.9%[46.1 µM] | 8.5%
O=C(NO)c1ccccc1O | 0.5% | -1.2% | -8.9% | 18.6% | . | -1.9% | 8.9 | -18.9% | 7.5% | -0.5% | -3.2%
C=CCn1c(O)c2ccc(C(=O)N=NC(=O)COc3ccc(OC)cc3)cc2c1O | 2.4% | -0.5% | 2.0% | 5.3% | -8.0% | . | 1.8 | -8.7% | -7.5% | -1.2% | 0.0%
O=C(/C=C/c1ccc(O)cc1)OCc1occc(=O)c1O[C@@H]1OC(CO)[C@@H](O)[C@H](O)[C@@H]1O (stereo partly drawn) | -5.5% | -1.4% | 30.3%[activator] | 3.0% | 0.3% | -2.7% | 5.1 | 7.3% | -1.2% | -27.6% | 4.8%
CCOC(=O)c1c(NC(=O)CCCC(=O)O)sc2c1CCC2 | 3.2% | 4.3% | 2.6% | 2.0% | -2.1% | -6.7% | -10.1 | 13.0% | 10.3% | -2.8% | -2.6%
O=C(COC(=O)CCCOc1ccccc1)NC1CCS(=O)(=O)C1 (stereo not drawn) | 2.0% | -0.2% | 4.1% | -3.7% | 30.9% | 0.9% | . | 10.0% | 6.7% | 8.0% | 2.7%
CN1CCN(C(=O)CN(C)S(=O)(=O)c2ccc3ccccc3c2)CC1 | -1.9% | 7.3% | 3.4% | 1.3% | -6.8% | 1.5% | 6.4 | 6.6% | -1.4% | 2.2% | 2.6%
CC(=O)c1ccc(OCc2cc(C(=O)N3CCN(c4ccccc4)CC3C)no2)cc1 (stereo not drawn) | 0.1% | 15.5% | -7.9% | -1.6% | 18.4% | -6.8% | -17.2 | ? | -15.0% | 15.8% | 1.1%
COc1ccc(CC(=O)OCC(=O)NCc2ccc(F)cc2)cc1 | -1.5% | . | 3.6% | -2.2% | 28.9% | -2.3% | -3.2 | 10.6% | 3.1% | 0.2%[46.1 µM] | 4.2%
Oc1cccc(-c2nc3c4c(ncn3n2)-c2ccccc2CC42CCCC2)c1 | -0.7% | -26.0% | -22.4% | -1.2% | -53.5%[inhibitor] | . | -4.0 | 8.2µM* | -25.3% | . | 22.1%
Cc1ccccc1OC1C(=O)N(CC2CCCO2)C1c1ccc2c(c1)OCO2 (stereo not drawn) | 0.0% | 5.5% | -2.3% | 4.3% | ? | -8.7% | 15.7 | ? | 6.5% | -0.8% | ?
COc1ccc(N2CCN(Cc3nc(N)nc(N4CCCc5ccccc54)n3)CC2)cc1 | 0.4% | 0.8% | -2.0% | 0.8% | -18.7% | -10.3% | 0.7 | -5.3% | 4.8% | -1.9% | -0.7%
CCN1C(=O)[C@@H]2[C@@H](c3ccc(-c4ccc(F)cc4)c(OC)c3)N3CCC[C@@]3(C(=O)OC)[C@@H]2C1=O | 6.4% | . | -2.1% | -4.7% | -21.4% | -8.5% | -12.8 | -13.4% | -16.3% | -3.4% | -1.7%
COc1ccccc1NC(=O)c1ccc(Br)o1 | -2.0% | -1.7% | -3.1% | -2.2% | -1.8% | 0.5% | -1.1 | ? | 4.1% | 0.7% | ?
CCN1CNC(=S)N(c2ccccc2OC)C1 | -5.8% | -6.4% | 2.6% | 0.3% | -5.4% | -5.2% | 33.5 | 8.6% | -3.7% | -4.6%[46.1 µM] | -19.0%
Cc1onc(-c2c(Cl)cccc2Cl)c1C(=O)Nc1c(C)n(C)n(-c2ccccc2)c1=O | 3.9% | 1.5% | -0.4% | 8.1% | -8.3% | 0.6% | 5.1 | 3.2% | 4.3% | 0.3% | 5.5%
CCOC(=O)C1CCN(C(=O)c2cc3c(=O)n4cccc(C)c4nc3s2)CC1 | 5.4% | 1.7% | . | -2.7% | -42.1% | -0.3% | 11.3 | -4.0% | 6.1% | -11.4% | ?
Cn1cc(C2=C(c3ccc(Cl)cc3Cl)C(=O)NC2=O)c2ccccc21 | 0.4% | ? | -18.9% | 12.8% | . | ? | -9.9&18.7 | ? | 13.0%&17.6% | -14.2% | -9.9%
CCCNC(=O)c1ccccc1NC(=O)c1ccccc1N(C)S(=O)(=O)c1ccc(C)cc1 | 0.0% | 2.5% | -10.1% | 1.9% | 3.3% | 0.2% | 8.1 | 23.1µM* | 3.9% | -0.6% | 2.8%
Cc1cc(C)c(C)c(OCC(=O)O/N=C(\N)c2ccncc2)c1 | -10.3% | -36.8%[inhibitor] | -3.9% | 1.8% | 35.1% | -1.8% | -0.3 | -1.8% | ? | -0.4% | ?
O=C1CN(C(=O)COc2ccc(Cl)cc2Cl)c2ccccc2N1 | 1.3% | 0.4% | -1.4% | -6.2% | 9.3% | -0.2% | -1.4 | 17.8% | 13.1% | -0.6% | 2.4%
Cc1ccccc1Cn1cc(NS(=O)(=O)c2cn(C)nc2C)cn1 | 2.0% | 1.4% | 1.7% | 2.6% | -26.9% | -5.9% | -9.7 | ? | 3.1% | 2.9% | -0.4%
Fc1ccc(CNC(=S)Nc2ccc(OC(F)F)cc2)cc1 | -8.0% | -0.7% | -0.5% | -7.1% | 0.1% | -3.4% | -12.1 | -2.8% | -1.3% | -4.4%[46.1 µM] | 3.9%
